MEKK2mut PB1 HTS: MEK5 binding signal on mutant MEKK2 PB1, primary screen, biochemical, multiplex bead flow cytometry, Alexa488-MEK5; 290,000 tested, 0.35% active; AID 1530, 2009; percent response, % at 10 µM; Alexa488-MEK5 binding to MEKK2 mutant; in the data active means percent response above about 24%, passing the limit was not always enough; further: inactives centre near 1; some results filed as inactive read as strong as hits; reference of the scale not given here
MEKK3 PB1 HTS: modulators of MEKK3-MEK5 PB1 binding, primary screen, biochemical, wildtype MEKK3, multiplex bead flow cytometry, Alexa488-MEK5. binding response (% of control), % at 10 µM. 290,000 tested, 1.4% active. bead-based flow cytometry, Alexa488-MEK5 binding to MEKK3; actives lie on both sides; 0 = blocked by unlabeled MEK5, 100 = vehicle;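 active means binding response more than 3 SD above or below the average of its plate-row segment, actives on both sides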;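 further: Alexa488 bead fluorescence after subtracting the streptavidin-only scavenger bead signal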
IDE inh: human IDE inhibitors in live cells, primary screen, fluorescence polarization, HEK cells, FAbetaB substrate | Insulin-degrading enzyme (Homo sapiens), P14735 | FAbetaB cleavage | inhibition, % at 5.59 µM | 320,000 tested, 0.41% active | AID 434962, 2010;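 active means percent inhibition above the average of all tested compounds plus 3 SD, set per screening campaign, cut at about 16% in these data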;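 further: IDE supplied by intact live HEK cells; FP after avidin binding of uncleaved biotin substrate so inhibition keeps polarization high; 0% = DMSO wells and 100% = 60 µM reference IDE inhibitor Ii1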
PfM18AAP inh: PfM18AAP inhibitors, malaria aminopeptidase, primary screen, biochemical, QFRET, recombinant enzyme | H-Glu-NHMec fluorogenic cleavage | M18 aspartyl aminopeptidase (Plasmodium falciparum 3D7) | inhibition, % at 7.35 µM | 290,000 tested, 1.2% active;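 active means inhibition above the campaign mean inhibition over all tested compounds plus 3 SD, cut at about 28% in these data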;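 further: 0% = plate median of test compound wells and 100% = 2 mM ZnCl2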
p-CIP stab down: p/CIP-EGFP fusion destabilizers, primary screen, fluorescence, F442A cells; Q05BA5; 16 h; decrease of EGFP signal, % at 10 µM; 290,000 tested, 0.01% active;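 active means EGFP signal decrease of at least 30% at 10 µM or well 3 SD below plate mean, unless failing retest; inactive means the rest, including hits failing retest or dose response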; further: some compounds called inactive have numbers as strong as hits; many of its hits are not listed in these tables
Target sequence (Q05BA5 1-1403): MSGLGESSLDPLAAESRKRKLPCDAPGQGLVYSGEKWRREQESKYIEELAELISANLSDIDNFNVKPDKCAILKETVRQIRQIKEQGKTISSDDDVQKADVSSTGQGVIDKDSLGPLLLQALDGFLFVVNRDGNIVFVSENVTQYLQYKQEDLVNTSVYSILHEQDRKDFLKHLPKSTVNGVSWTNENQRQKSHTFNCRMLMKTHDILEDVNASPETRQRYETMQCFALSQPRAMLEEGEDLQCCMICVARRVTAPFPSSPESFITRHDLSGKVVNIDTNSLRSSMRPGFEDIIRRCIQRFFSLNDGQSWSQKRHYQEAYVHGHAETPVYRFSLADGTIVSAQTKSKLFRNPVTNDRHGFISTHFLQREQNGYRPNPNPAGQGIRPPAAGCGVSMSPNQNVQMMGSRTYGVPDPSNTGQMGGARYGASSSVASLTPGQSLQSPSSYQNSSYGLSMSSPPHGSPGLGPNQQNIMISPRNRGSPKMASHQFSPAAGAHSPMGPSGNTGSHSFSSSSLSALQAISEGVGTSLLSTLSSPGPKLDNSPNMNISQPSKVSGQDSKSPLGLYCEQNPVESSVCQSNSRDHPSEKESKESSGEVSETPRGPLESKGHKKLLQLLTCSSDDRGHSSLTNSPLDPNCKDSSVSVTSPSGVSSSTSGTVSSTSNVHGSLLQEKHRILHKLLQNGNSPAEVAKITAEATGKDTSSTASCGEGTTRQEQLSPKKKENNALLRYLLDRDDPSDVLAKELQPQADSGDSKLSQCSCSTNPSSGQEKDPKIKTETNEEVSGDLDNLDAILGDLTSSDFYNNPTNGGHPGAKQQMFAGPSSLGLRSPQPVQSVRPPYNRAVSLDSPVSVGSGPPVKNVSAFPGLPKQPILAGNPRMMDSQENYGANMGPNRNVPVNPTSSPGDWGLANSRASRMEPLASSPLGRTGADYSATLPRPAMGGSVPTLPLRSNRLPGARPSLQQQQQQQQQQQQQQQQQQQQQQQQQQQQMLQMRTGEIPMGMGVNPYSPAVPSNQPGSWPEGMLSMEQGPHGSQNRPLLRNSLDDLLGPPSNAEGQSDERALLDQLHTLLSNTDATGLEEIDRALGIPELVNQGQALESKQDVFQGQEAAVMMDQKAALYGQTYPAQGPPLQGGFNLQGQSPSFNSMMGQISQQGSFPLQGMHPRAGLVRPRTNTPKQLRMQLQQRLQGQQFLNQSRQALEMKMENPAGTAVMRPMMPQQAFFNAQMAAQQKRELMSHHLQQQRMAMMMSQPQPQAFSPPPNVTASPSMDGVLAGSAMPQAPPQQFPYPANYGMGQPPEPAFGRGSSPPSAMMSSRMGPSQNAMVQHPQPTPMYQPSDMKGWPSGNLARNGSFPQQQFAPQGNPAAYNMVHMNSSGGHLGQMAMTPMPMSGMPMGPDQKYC
IDE cell activ: human IDE activators in live cells, primary screen, fluorescence polarization, HEK cells, FAbeta-B substrate. FAbeta-B cleavage; 0% vehicle, 100% cell-free pure enzyme wells. activation, % at 5.96 µM. 340,000 tested, 0.073% active;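 active means activation above the mean of all tested compounds plus 3 SD, set per screening campaign, cut at about 17% in these data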
NALP1 inh: NALP1 inflammasome inhibitors in reconstituted yeast, colorimetric, S. cerevisiae, triplicate retest; S. cerevisiae NALP1/ASC/caspase-1 growth, X-gal OD620, 72 h; inhibition, % at 10 µM; 280,000 tested, 0.61% active; AID 2071, 2009; in the data active means inhibition mostly above about 24%, no sharp cut-off; inactive means mostly below about 32%; further: some compounds called inactive have numbers as strong as hits
MEKK2 WT-MEK5: modulators of MEK5 binding to wildtype MEKK2, primary screen, biochemical, multiplex bead flow cytometry, Alexa488-MEK5; Mitogen-activated protein kinase kinase kinase 2 (Homo sapiens), Q9Y2U5; Alexa488-MEK5 binding to MEKK2 WT; actives lie on both sides; binding response (% of control), % at 10 µM; 290,000 tested, 1.1% active; AID 1531, 2009; in the data active means binding response below about 67% or above about 130%
SUMO HTRF inh: inhibitors of in vitro SUMOylation cascade, primary screen, biochemical, HTRF, uHTS | HTRF SUMOylation assay, SAE1/SAE2 + UBC9 | 290,000 tested, 0.36% active | inhibition, % at 35 µM | AID 2006, 2009; in the data active means inhibition above about 50%, passing the limit was not always enough; further: strong numbers were not always called active
* = called active by the depositor; / = not tested or not shown; [ ] = dose if it differs, or a comment. This is a subset. The share of hits here may be higher or lower than overall.

SMILES	MEKK2mut PB1 HTS	MEKK3 PB1 HTS	IDE inh	PfM18AAP inh	p-CIP stab down	IDE cell activ	NALP1 inh	MEKK2 WT-MEK5	SUMO HTRF inh
O=C(CCS(=O)(=O)c1ccccc1)Nc1nc2c(s1)COc1ccccc1-2	1	98	-2	8	-11	6	-1	99	14
COc1ccc(C(=O)/C=C/c2ccc(OCc3ccccc3)cc2)cc1CSCC(=O)O	-3	99	/	-7	4	4	6	92	31
O=C(c1ccco1)N1CCN(c2nc(-c3ccc(F)cc3)cs2)CC1	3	100	11	0	-10	-5	-3	100	-21
O=C1NCCCc2nonc21	4	98	-4	4	-2	-1	2	104	26
CCN(CC)CCN(C(=O)c1ccc(N2C(=O)CCC2=O)cc1)c1nc2cc3c(cc2s1)OCCO3	-9	85	3	-2	13	1	7	90	11
Cc1ccnc(Sc2ccc([N+](=O)[O-])cc2[N+](=O)[O-])n1	-5	95	-2	4	-10	1	-15	94	11
CC(NC(=O)CNC(=O)c1ccco1)c1ccc(S(N)(=O)=O)cc1 (stereo unspecified)	6	105	-1	2	-4	8	3	108	1
Cc1cccc(NC(=O)CN2C(=O)C(C)Oc3ccccc32)n1 (stereo unspecified)	0	100	2	-1	3	-1	1	101	12
CCN1CCN(c2ncc3c(n2)CC(c2cc(OC)c(OC)c(OC)c2)CC3=O)CC1 (stereo unspecified)	5	119	7	-15	4	1	-5	114	-2
CC(=O)OCC(=O)N1N=C(c2ccc3ccccc3c2)CC1c1ccccc1 (stereo unspecified)	-1	104	-1	-7	7	-1	-24	99	-4
O=C1c2cccnc2C(Nc2ccccc2)N1Cc1ccco1 (stereo unspecified)	-6	97	8	-26	-6	-1	13	91	28
COc1ccc(N2CCN(CCCNC(=O)CC3Oc4ccc(C)cc4NC3=O)CC2)cc1 (stereo unspecified)	7	101	-1	-4	-8	1	/	130	21
CCOC(=O)c1c2c(n(C)c1COC)C(=O)C(=O)c1ccc(Br)cc1-2	-8	95	6	-3	/	/	/	92	/
COc1ccc(OCC(=O)N2CCN(c3nnc(-c4ccc(C)cc4)c4ccccc34)CC2)cc1	-2	98	-7	-4	-14	8	/	89	12
CC(=O)C1=C(c2ccccc2)NC(=S)NC1c1cc(Cl)c(OC(C)C)c(Cl)c1 (stereo unspecified)	-1	96	1	-13	-3	5	14	91	-5
O=C(NCc1ccc(F)cc1F)c1cc(COc2c(F)cccc2F)on1	-4	97	8	-2	-14	-3	-7	96	-14
CCOC(=O)C1=NN(c2ccc([N+](=O)[O-])cc2)CC1C(=O)OC (stereo unspecified)	0	110	3	3	-2	4	10	103	-3
O=C(CN1CCCCC1)c1c[nH]c2ccccc12	-1	97	2	-1	0	2	25	100	-2
Cc1ccc(C)c(C(=O)OCC(=O)Nc2ccc(N3CCOCC3)cc2)c1	-4	100	-1	-17	6	4	21	97	4
CCc1nnc(NS(=O)(=O)c2ccc(N/C=C(\C=O)c3nc4cc(Cl)ccc4o3)cc2)s1	-8	96	-3	5	-14	4	1	87	28
O=C(Nc1nncs1)c1c(F)c(F)c(F)c(F)c1F	2	101	0	7	-5	5	-6	104	19
Cc1cccc2c(=O)c(C(=O)NCc3ccc(F)cc3)c[nH]c12	3	106	3	6	-10	3	8	109	-3
Cc1cc(C)c(C#N)c(Nc2ccccc2Cl)n1	0	94	6	2	-5	5	20	98	-4
Cc1ncccc1C(=O)N1CCCC(CNC(=O)c2ccc(-c3ccccc3)cc2)C1 (stereo unspecified)	-10	102	5	1	4	-9	3	93	7
COc1ccc(CCNC(=O)/C=C/c2ccc(C)cc2)cc1OC	2	100	2	3	-1	4	18	99	8
Cn1c(C(=O)OC(C(=O)NC2CCCCC2)c2ccncc2)cc2sccc21 (stereo unspecified)	-15	79	7	-4	-4	2	-16	80	14
O=C(Nc1ccc(F)cc1)OCCOc1ccc(Br)cc1	6	112	1	-7	-5	0	30	97	6
CCCCOC(=O)c1ccc(NC(=O)c2cnc3n(c2=O)CCS3)cc1	3	107	-6	-2	0	1	25	108	-3
O=C(C1CCC(CNc2c(N3CCCCC3)c(=O)c2=O)CC1)N1CCCCC1 (stereo unspecified)	-2	96	2	/	-6	1	-26	99	6
CC(C)NC(=S)NCc1cccnc1	19	100	-3	2	4	0	19	107	-4
CC1=C(OC(=O)c2ccccc2)C(C)(C)C(c2ccc(Br)cc2)OC1=O (stereo unspecified)	-5	94	0	-8	-7	4	7	88	-4
Cc1ccccc1NC(=O)CN(C)S(=O)(=O)c1cccc2cccnc12	3	108	2	2	-7	3	-4	107	4
CC1Cc2cc(C3(O)C(=O)c4ccccc4C3=O)ccc2N1 (stereo unspecified)	1	98	-4	6	7	-1	-1	95	15
CC(C)OCCCNC(=O)c1cn(C)c2ccc(S(=O)(=O)N3CCCC3)cc2c1=O	4	97	5	13	-6	-5	-8	97	6
O=C(Nc1ccc2c(c1)nc1n2CCN(C2CCCCC2)C1)c1ccco1	-10	77	/	5	-1	-1	/	86	38
N#Cc1cc([N+](=O)[O-])c(-n2nnc3ccccc32)c([N+](=O)[O-])c1	1	102	3	9	7	0	22	99	-3
Cc1ccc(/C=C2\SC(=S)N(CC(=O)Nc3ncc(Cc4ccccc4Cl)s3)C2=O)cc1	/	/	6	3	1	/	7	/	25
O=C(NCCc1ccccc1F)c1cccc2cccnc12	20	98	2	13	-10	-5	-18	93	2
CC(C)(C)NC(=O)CSc1nnc(C2CC2)n1Cc1ccccc1	8	105	-5	3	-7	2	-14	108	22
CCC(C)(C)NC(=O)Cc1ccc(Cl)cc1	-1	106	-3	2	3	/	24	104	0
O=C(COc1ccc(Cl)cc1Cl)NNC(=S)NCc1ccco1	-7	100	2	11	13	3	-11	96	-34
N#CCC(=O)N/N=C/c1ccc(OCC(=O)Nc2ccc(F)cc2)cc1	8	103	5	42*	3	-3	-4	104	6
CCN(CC(=O)NCc1ccc(Cl)cc1)C(=O)COc1ccc(C)cc1C	6	105	4	11	-13	-4	26	108	12
Cc1cc(C)n(CCCNC(=O)C2CCC(=O)N(CCc3ccc(Cl)cc3)C2)n1 (stereo unspecified)	-1	101	3	0	-9	4	5	100	-4
C/C=C/C(=O)OCC(=O)Nc1nc2ccc(C)cc2s1	-2	95	3	-1	0	12	13	94	7
CC1(C)CN=C(N(C(=O)Nc2ccccc2)c2ccccc2F)S1	-24	86	4	-4	-7	/	/	92	3
COCCCNC(=O)Cn1c(=O)n(CC(=O)N2CCCCC2)c(=O)c2sccc21	-6	97	-1	1	2	0	1	99	2
O=C(/C=C/c1ccccc1)NC1CCS(=O)(=O)C1 (stereo unspecified)	0	72*[inhibitor]	-3	-5	2	1	26	95	-8
O=C1CCc2cc(S(=O)(=O)N3CCN(c4cccc(C(F)(F)F)c4)CC3)ccc2N1	3	97	4	-10	-2	5	22	98	26
COc1ccc(NS(=O)(=O)c2cnc[nH]2)cc1	1	104	-3	7	-2	-1	-21	99	13
CCOC(=O)c1ccc(NC(=O)N2CCN(c3ccccc3OC)CC2)cc1	3	111	4	-1	-16	5	25	111	1
CS(=O)(=O)N(CC(=O)Nc1cccc(Br)c1)Cc1ccccc1	3	102	/	2	4	-1	3	99	-2
CCC(=O)N1CCc2cc(S(=O)(=O)N(C)c3ccc(OC)cc3OC)ccc21	1	101	3	-10	8	-1	10	101	6
COc1ccc(N2CCN(C3CCCN(C(=O)CN4CCCCC4=O)C3)CC2)cc1 (stereo unspecified)	-11	94	5	0	-8	6	21	93	-16
CC(=O)Nc1cccc(NC(=O)CCn2cnc3cc(C)c(C)cc32)c1	-1	101	1	4	-9	-5	2	96	12
Cc1ccc(CN2CCN(Cc3cccn3-c3ccccn3)CC2CCO)cc1 (stereo unspecified)	3	104	1	4	4	4	10	95	3
COc1ccc(OC)c(-n2c(-c3ccc(C)cc3)n[nH]c2=S)c1	1	100	6	6	-9	4	11	95	12
O=C(O)c1cc(-c2ccc(-c3ccc(F)cc3)o2)nc2ccccc12	-9	95	5	-81	-18	-11	11	95	/
CC(C)(C)c1ccc(CCC(CC(=O)O)CC(=O)O)cc1	2	99	4	-7	-10	3	10	102	-1
COc1cc(C(=O)Nc2ccc(S(=O)(=O)N3CCc4ccccc43)cc2)cc(OC)c1OC	0	103	5	1	4	5	12	114	1

Quoted at random: 3 records from the list, in no set order.
SMILES	MEKK2mut PB1 HTS	MEKK3 PB1 HTS	IDE inh	PfM18AAP inh	p-CIP stab down	IDE cell activ	NALP1 inh	MEKK2 WT-MEK5	SUMO HTRF inh
O=C(C1CCC(CNc2c(N3CCCCC3)c(=O)c2=O)CC1)N1CCCCC1 (stereo unspecified)	-2	96	2	/	-6	1	-26	99	6
COc1ccc(NS(=O)(=O)c2cnc[nH]2)cc1	1	104	-3	7	-2	-1	-21	99	13
N#CCC(=O)N/N=C/c1ccc(OCC(=O)Nc2ccc(F)cc2)cc1	8	103	5	42*	3	-3	-4	104	6

Next section.
SMILES	MEKK2mut PB1 HTS	MEKK3 PB1 HTS	IDE inh	PfM18AAP inh	p-CIP stab down	IDE cell activ	NALP1 inh	MEKK2 WT-MEK5	SUMO HTRF inh
COc1ccc(NC(=O)NC23CC4CC(CC(C4)C2)C3)cc1OC	13	98	3	0	-17	1	38	110	-11
Cc1ccc(C)c(N(CC(=O)NC(C)(C)C)C(=O)CNC(=O)c2cccs2)c1	-2	106	2	1	-8	4	8	106	10
COc1ccc(CNC(=O)CN2C(=O)NC(C)(c3ccc(C(C)(C)C)cc3)C2=O)cc1 (stereo unspecified)	5	104	2	-10	-11	3	15	108	6
COc1ccccc1CNC(=O)C1CCC(=O)N(CCCN2CCCC2=O)C1 (stereo unspecified)	1	98	-1	2	-6	-1	9	101	3
CC(C)OC(=O)Cn1nnc(-c2ccccc2)n1	4	101	4	1	-5	1	-5	107	9
Cc1ccc(-c2cc(C(=O)N3CCN(C(=O)c4ccco4)CC3)[nH]n2)c(C)c1	-2	100	3	-3	-7	-1	20	97	14
CC(C)C(NS(=O)(=O)c1cccc2nsnc12)C(=O)Nc1nccs1 (stereo unspecified)	-10	79	4	0	-5	0	/	83	0
CSc1nc2nc3c(c(=O)n2[nH]1)CN(Cc1ccccc1)CC3	4	105	0	4	3	4	16	108	9
Cc1ccc(C)c(N2CCN(C(=O)CCCn3c(=S)[nH]c4cc5c(cc4c3=O)OCO5)CC2)c1	-3	101	2	-1	-8	4	-12	88	-10
O=C(OC(C(=O)NCC1CCCO1)c1ccccc1F)c1ccco1 (stereo unspecified)	3	98	-2	-3	-3	4	6	100	14
CC1CCCN(S(=O)(=O)c2ccc(Br)s2)C1 (stereo unspecified)	0	102	-2	-1	-6	-7	36	101	18
Cc1c(N=C/C=C/c2ccccc2)cnn1C	4	98	2	-13	10	4	2	100	14
CCOc1cccc(NC(=O)C2CC(=O)N(C)C(=Nc3cccc(F)c3)S2)c1 (stereo unspecified)	-1	100	0	5	6	-6	16	102	-29
CCCCc1c(C)nc2nc(SCc3ccc(Cl)cc3)[nH]n2c1=O	0	101	/	-6	-3	-1	-7	99	-4
Cc1ccc(C2=CSC3=NNC4(CCCCC4)NN23)cc1	-1	106	5	4	-11	-1	-9	100	5
